mIAP inh = blocks mouse intestinal alkaline phosphatase; purified mouse IAP, CDP-Star luminescence, 30 min; inhibition, % at 10 µM; hit rate 0.2% among 330,000; AID 2806;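 active = inhibition of at least 40% at 10 µM in the primary screen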;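 also: plate controls were DMSO with enzyme for no effect and no enzyme wells for full effect; values of inactives mirror those of a sister screen read the other way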
mIAP activ = increases mouse intestinal alkaline phosphatase activity | muIAP, CDP-Star luminescence, 30 min; stronger effect = higher value; 1 = vehicle-only enzyme signal, 0 = enzyme-free wells | activation factor at 10 µM | hit rate 0.24% among 330,000;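 active = activation factor of at least 2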; also: the source names both 10 and 20 µM as test concentration; values of inactives mirror those of a sister screen read the other way
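Assay system: mouse IAP enzyme / Compound: DMSO-dissolved test compounds / Timing: 30 min, room temperature / Measured by: luminescence from enzymatic CDP-Star hydrolysis / Control set: DMSO-only wells, enzyme-free buffer wells as negative control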
beta cell repl = inducers of beta-cell replication in MIN6 cells | proliferation, % at 10 µM | MIN6 cells proliferation, ATPlite luminescence, 48 h; cells starved in 0.2% serum; 100% = growth in 10% serum | hit rate 0.29% among 330,000;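 active = compounds whose signal lies at least 3.5 SD above the mean of all wells on their plate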;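 also: 0% = DMSO-treated cells in low-serum medium and 100% = 10% serum control; some compounds called inactive have numbers as strong as hits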
A3G deaminase = APOBEC3G (human) deaminase inhibition | Q9HC16 | inhibition, % at 20 µM | hit rate 0.28% among 330,000 | recombinant A3G, ssDNA deamination FAM/TAMRA fluorescence;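 active = inhibition of at least 40% at 20 µM, with no more than 30% in the related APOBEC3A deaminase screen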;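 also: plate controls were DMSO wells with A3G for no effect and wells lacking A3G enzyme for full effect; some compounds called inactive have numbers as strong as hits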
Target sequence (Q9HC16 whole entry, looked up): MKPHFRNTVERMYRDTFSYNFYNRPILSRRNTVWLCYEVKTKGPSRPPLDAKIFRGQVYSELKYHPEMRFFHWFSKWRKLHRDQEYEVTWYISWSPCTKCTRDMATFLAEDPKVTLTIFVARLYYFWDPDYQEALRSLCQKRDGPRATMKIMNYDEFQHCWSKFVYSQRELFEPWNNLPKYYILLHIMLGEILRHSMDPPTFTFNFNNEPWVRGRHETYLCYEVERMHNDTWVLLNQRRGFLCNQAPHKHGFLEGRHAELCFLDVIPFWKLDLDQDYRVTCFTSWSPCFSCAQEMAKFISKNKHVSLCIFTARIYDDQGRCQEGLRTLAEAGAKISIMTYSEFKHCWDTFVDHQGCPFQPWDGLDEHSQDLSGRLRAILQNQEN
APOBEC3A inh = human APOBEC3A DNA deaminase inhibition. recombinant A3A, FAM/TAMRA ssDNA deamination fluorescence. inhibition, % at 20 µM. P31941. AID 493011. hit rate 0.41% among 330,000;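 active = at least 40% inhibition at 20 µM here, with at most 30% in a related deaminase screen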;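 also: plate controls were A3A with DMSO for no effect and wells lacking A3A enzyme for full effect; some results filed as inactive read as strong as hits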
Target sequence (P31941 whole entry, looked up): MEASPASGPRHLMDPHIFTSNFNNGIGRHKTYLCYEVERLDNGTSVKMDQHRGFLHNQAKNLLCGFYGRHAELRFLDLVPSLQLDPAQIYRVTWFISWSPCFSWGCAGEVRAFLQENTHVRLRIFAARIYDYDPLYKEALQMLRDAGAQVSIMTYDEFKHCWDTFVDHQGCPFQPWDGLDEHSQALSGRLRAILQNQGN
ATG4B inhibitor = inhibitors of human ATG4B cysteine protease; Q9Y4P1; ATG4B cleavage of LC3-PLA2, NBD-HPC fluorescence, 1 h; inhibition, % at 8.33 µM; hit rate 0.51% among 340,000; AID 504462; in the data active = inhibition above about 40%
hIAP act = increases human intestinal alkaline phosphatase activity; P09923; purified human IAP, CDP-Star luminescence, 30 min; stronger effect = higher value; 1 = vehicle-only enzyme, 0 = enzyme-free background; activation factor at 10 µM; hit rate 0.16% among 330,000;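 active = activation factor of the enzyme at least 2-fold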; also: the source names both 10 and 20 µM as test concentration; values of inactives mirror those of a sister screen read the other way
Target sequence (P09923 whole entry, looked up): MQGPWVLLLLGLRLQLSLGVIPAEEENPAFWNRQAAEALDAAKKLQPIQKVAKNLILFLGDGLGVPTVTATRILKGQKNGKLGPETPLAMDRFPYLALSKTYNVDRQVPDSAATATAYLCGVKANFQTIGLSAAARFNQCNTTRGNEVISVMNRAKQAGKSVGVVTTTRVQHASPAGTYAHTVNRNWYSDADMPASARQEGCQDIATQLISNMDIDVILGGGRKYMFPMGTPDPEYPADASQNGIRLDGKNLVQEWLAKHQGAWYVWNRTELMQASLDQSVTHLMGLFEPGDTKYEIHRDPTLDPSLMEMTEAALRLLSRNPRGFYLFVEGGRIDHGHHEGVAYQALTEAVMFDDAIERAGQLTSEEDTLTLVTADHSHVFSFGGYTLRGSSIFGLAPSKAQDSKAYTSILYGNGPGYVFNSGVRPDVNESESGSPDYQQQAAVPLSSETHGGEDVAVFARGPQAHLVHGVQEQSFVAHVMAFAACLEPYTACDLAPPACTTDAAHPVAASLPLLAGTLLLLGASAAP
MPTP block = blocks calcium-induced mitochondrial swelling; isolated mouse mitochondria, Ca2+ swelling absorbance, 30 min; hit rate 1.4% among 360,000; inhibition, % at 10 µM;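 active = inhibition of 50% or more, scaled per plate between neutral and stimulator controls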;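 also: 0% = DMSO wells given calcium and 100% = 1 mM EGTA wells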
hIAP inh = human IAP inhibition; inhibition, % at 10 µM; P09923; AID 2544; purified IAP, CDP-Star luminescence, 30 min; hit rate 0.12% among 330,000;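 active = inhibition reaching a set limit with compound at 10 µM in the primary screen, cut at about 35% in these data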;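 also: plate controls were DMSO wells with enzyme for no effect and no-enzyme buffer wells for full effect; values of inactives mirror those of a sister screen read the other way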
Numbers without * were called inactive; x = no result given.

SMILES | mIAP inh | mIAP activ | beta cell repl | A3G deaminase | APOBEC3A inh | ATG4B inhibitor | hIAP act | MPTP block | hIAP inh
O=C(NC1CCCCC1)C(c1ccncc1)N(Cc1ccc2c(c1)OCO2)C(=O)c1cnsn1 (stereo not given) | -2 | 1 | 0 | -6 | -1 | 7 | 1.1 | 4.0 | -6
CSC1=NC2(C)CCCCC2C12C=CC(=O)C=C2 (stereo not given) | 0 | 1 | 2 | -3 | 0 | -11 | 0.88 | 1.8 | 12
COc1ccccc1CCN=C(N)NS(=O)(=O)c1ccc(C)cc1 | 14 | 0.86 | -3 | -6 | -2 | -5 | 0.96 | 3.1 | 4
CCOC(=O)c1sc(NC(=O)c2ccncc2)nc1C | 0 | 1 | -5 | 4 | -1 | 3 | 1.1 | 4.5 | -9
Cc1c(C(=O)NCc2n[nH]c(=S)n2-c2ccc(F)cc2)cccc1[N+](=O)[O-] | -4 | 1 | -4 | 12 | -6 | -2 | 1.1 | -0.8 | -6
N#Cc1cccc(NC(=O)COC(=O)c2cc(S(=O)(=O)Nc3ccccc3Cl)ccc2O)c1 | 1 | 0.99 | -6 | -1 | 0 | -1 | 0.95 | 58* | 5
CCCCNS(=O)(=O)c1ccc(OC)c2ncccc12 | 0 | 1 | -3 | 0 | 0 | -8 | 1.1 | 4.3 | -10
CCCCNC(=O)/C(C#N)=c1\s/c(=C\c2ccccc2OC(F)F)c(=O)n1CCCOC | 13 | 0.87 | 0 | -10 | -7 | 2 | 1.1 | 5.1 | -8
CN1CCN(CC(=O)Nc2nc(-c3ccccc3)cs2)CC1 | -3 | 1 | -3 | -7 | -2 | -4 | 1.3 | 0.5 | -32
O=C(Nc1cccc(F)c1)c1c(O)c2cccc3c2n(c1=O)CCC3 | -3 | 1 | 3 | 2 | -2 | x | 1.1 | x | -15
O=C(CCCN1C(=O)c2cccc3cccc(c23)C1=O)N1CCN(c2ccccn2)CC1 | -6 | 1.1 | 0 | -1 | 5 | -20 | 1 | 1.9 | -4
O=C(OCC(=O)N1CCN(c2ccccc2)CC1)C1=COCCO1 | -16 | 1.2 | -2 | 4 | 4 | 1 | 0.98 | -0.4 | 2
Cn1cnc2cc(NCc3ccccc3Cl)ccc21 | -8 | 1.1 | -1 | -1 | -1 | 7 | 1.1 | 2.5 | -14
OCCN1CCN(C(=S)NC2CCCC2)CC1 | 14 | 0.86 | 1 | -7 | -4 | 1 | 1 | 0.1 | -4
Cc1cccc2sc(NC(=O)Cn3cccc3)nc12 | 1 | 0.99 | -1 | -9 | -7 | -2 | 0.86 | 0.8 | 14
Cc1ccc2nc(-c3cccc(Br)c3)cc(C(=O)NC3=NCCS3)c2c1 | 10 | 0.9 | -6 | -11 | -1 | -9 | 0.97 | 1.2 | 3
O=C(NCc1ccc2c(c1)OCO2)c1cc(F)c(F)cc1Cl | -3 | 1 | -4 | 7 | -4 | -5 | 1 | 0.3 | 0
Cc1nnc(NC(=O)c2ccc(S(=O)(=O)N3CCc4ccccc4C3)cc2)o1 | 3 | 0.97 | -5 | -6 | -5 | -7 | 0.98 | -0.1 | 2
CCOC(=O)c1cc(-c2ccccc2)n(CC(=O)Nc2ccc(OC)c(OC)c2)c1C | -50 | 1.5 | 0 | -5 | 0 | -14 | 0.9 | 1.6 | 10
COCc1nc2oc3ccccc3c(=O)c2cc1C(=O)OC | 8 | 0.92 | 0 | -9 | -5 | -5 | 0.89 | -1.2 | 11
CCCc1nc(SCc2ccccn2)c2c(=O)n(C)c(=O)n(C)c2n1 | 9 | 0.91 | 12 | -1 | -4 | -6 | 0.83 | -2.5 | 17
CCS(=O)(=O)N1CCN(C(C)CCc2ccccc2)CC1 (stereo not given) | -2 | 1 | -2 | -2 | -2 | -14 | 1 | 0.9 | 0
O=C(c1cc(-c2ccccc2)on1)N1CCCc2ccccc21 | 6 | 0.94 | 2 | -4 | -2 | 20 | 1 | 3.8 | -2
c1ccc2c(c1)CC/C2=N/Nc1nc2ccccc2[nH]1 | -4 | 1 | -5 | -15 | 2 | -6 | 1.3 | 5.5 | -29
NC(=O)CC(NC(=S)NCc1ccccc1)C(=O)O (stereo not given) | 1 | 0.99 | 1 | -2 | -5 | -5 | 0.85 | -1.2 | 15

(next part)
SMILES | mIAP inh | mIAP activ | beta cell repl | A3G deaminase | APOBEC3A inh | ATG4B inhibitor | hIAP act | MPTP block | hIAP inh
CCc1ccc(CN(C)C(=O)c2ccc3c(c2)OCCO3)cc1 | 0 | 1 | 4 | -3 | 0 | 0 | 0.96 | 1.4 | 4
COc1ccc(Cl)cc1NC(=O)NC(C)c1ccncc1 (stereo not given) | -18 | 1.2 | 0 | -3 | 1 | 3 | 0.89 | -0.7 | 11
COc1ccc(CSCC(=O)N/N=C/c2ccccc2OCc2ccccc2)cc1 | -3 | 1 | -1 | -6 | 9 | -2 | 1 | 2.0 | -4
COc1ccc(OC)c(C(=O)c2coc3ccc(O)cc23)c1 | 9 | 0.91 | 0 | -6 | -1 | -12 | 0.95 | 3.4 | 5
CN1CCN(CCOC2Cc3ccccc3Sc3ccc(Cl)cc32)CC1 (stereo not given) | 11 | 0.89 | -5 | -3 | -1 | 6 | 0.98 | 90* | 2
Cc1cccc(NNC(=S)Nc2c(C)cccc2C)c1 | 7 | 0.93 | -4 | 67 | 97 | 10 | 0.93 | 0.8 | 7
NNC(=S)Nc1ccc(OC(F)(F)F)cc1 | 17 | 0.83 | 1 | 1 | -1 | -5 | 1.1 | 1.1 | -11
Cc1ncsc1C(=O)N1N=C2/C(=C/c3ccc(N4CCOCC4)cc3)CCCC2C1c1ccc(N2CCOCC2)cc1 (stereo not given) | 11 | 0.89 | -1 | -3 | 0 | 1 | 1.1 | -2.6 | -5
CCOc1ccccc1Oc1coc2cc(OC(=O)c3ccco3)ccc2c1=O | 4 | 0.96 | -2 | -1 | 4 | -13 | 0.87 | 0.1 | 13
O=S(=O)(Nc1ccc(Br)cc1)c1cccc(NC(=S)NCCN2CCOCC2)c1 | 1 | 0.99 | -3 | -6 | -4 | -11 | 0.99 | 1.3 | 1
Cc1ccccc1CN1CCN(C(=O)c2ccc(S(=O)(=O)NCc3ccco3)cc2)CC1 | -11 | 1.1 | 0 | -4 | 0 | -2 | 0.87 | 0.1 | 13
COc1ccccc1/C=C/C=N/n1c(-c2cc(-c3ccccc3)n[nH]2)n[nH]c1=S | -4 | 1 | -4 | 10 | 2 | 15 | 1.7 | 5.0 | -67
O=C(Nc1ccc(N2CCOCC2)cc1N1CCOCC1)c1ccc([N+](=O)[O-])cc1Cl | -4 | 1 | -2 | 4 | -1 | -1 | 1.1 | 0.3 | -9
COc1ccc(Br)c(C(=O)N2CCN(S(=O)(=O)/C=C/c3ccccc3)CC2)c1 | 4 | 0.96 | -4 | -6 | 0 | -1 | 1.1 | 0.7 | -7
CCCNS(=O)(=O)c1ccc(OCC(=O)Nc2ccccc2F)cc1 | 7 | 0.93 | -4 | -4 | 0 | -7 | 1 | 0.4 | -2
CCN(CC(=O)NCc1ccc(Cl)cc1)C(=O)CSCC(=O)Nc1cccc(C)c1 | -6 | 1.1 | 2 | -7 | 5 | 0 | 1 | 1.1 | -1
C(=C\c1ccccn1)/c1cccnc1 | -5 | 1.1 | 0 | -6 | 1 | x | 0.97 | -0.5 | 3
COc1cccc(/C=C(\C#N)C(=O)NC2CCS(=O)(=O)C2)c1 (stereo not given) | -5 | 1 | 0 | 1 | 2 | 11 | 0.87 | -0.8 | 13
COCCn1c(SCC(=O)Nc2ccc3[nH]c(=O)[nH]c3c2)nc2ccccc21 | -5 | 1.1 | 1 | -6 | -1 | -11 | 0.94 | -1.4 | 6
CCCOc1ccc(C(=O)NNC(=O)CCNC(=O)c2ccco2)cc1OC | 2 | 0.98 | 0 | -6 | -3 | 1 | 1.1 | -0.2 | -13
CC1CCCN(C(=O)CCCNC(=O)c2ccc(Cl)cc2)C1 (stereo not given) | 0 | 1 | -2 | -10 | -5 | 3 | 1.1 | -0.4 | -9
CCCOC(=O)CCCC[C@H]1SC[C@@H](NC(=O)OC)[C@H]1NC(=O)OC | -6 | 1.1 | -4 | -4 | -6 | 2 | 1.2 | 1.4 | -25
Oc1ccccc1N1CCN(c2ncccn2)CC1 | 0 | 1 | -1 | -3 | -1 | -10 | 1.1 | 0.3 | -9
CCOC(=O)c1cn(CC(=O)Nc2ccc(OC)cc2OC)nn1 | -12 | 1.1 | -1 | 17 | 5 | -2 | 0.88 | -1.3 | 12
COc1cc2c(C(=O)N3CCN(c4ccccc4)CC3)c(C)oc2cc1Br | 4 | 0.96 | -2 | -4 | -12 | -18 | 0.96 | 1.1 | 4

Of the compounds above, four have an NH in an aromatic ring:
SMILES | mIAP inh | mIAP activ | beta cell repl | A3G deaminase | APOBEC3A inh | ATG4B inhibitor | hIAP act | MPTP block | hIAP inh
Cc1c(C(=O)NCc2n[nH]c(=S)n2-c2ccc(F)cc2)cccc1[N+](=O)[O-] | -4 | 1 | -4 | 12 | -6 | -2 | 1.1 | -0.8 | -6
c1ccc2c(c1)CC/C2=N/Nc1nc2ccccc2[nH]1 | -4 | 1 | -5 | -15 | 2 | -6 | 1.3 | 5.5 | -29
COc1ccccc1/C=C/C=N/n1c(-c2cc(-c3ccccc3)n[nH]2)n[nH]c1=S | -4 | 1 | -4 | 10 | 2 | 15 | 1.7 | 5.0 | -67
COCCn1c(SCC(=O)Nc2ccc3[nH]c(=O)[nH]c3c2)nc2ccccc21 | -5 | 1.1 | 1 | -6 | -1 | -11 | 0.94 | -1.4 | 6

Additional structures follow.
SMILES | mIAP inh | mIAP activ | beta cell repl | A3G deaminase | APOBEC3A inh | ATG4B inhibitor | hIAP act | MPTP block | hIAP inh
COc1ccc(CN2C(=O)[C@@H]3C(c4ccccc4Cl)=NO[C@@H]3C2=O)cc1 | -2 | 1 | 2 | -4 | -3 | -3 | 0.87 | 0.9 | 13
O=C(Nc1cccc(-c2cnc3ccccc3n2)c1)c1ccc(Cl)cc1 | -13 | 1.1 | -2 | -3 | -5 | 8 | 1.1 | 15 | -5
CCN(CC)c1ccc(/C=N/N2CC(=O)NC2=S)cc1 | 35 | 0.65 | -4 | -7 | -3 | -5 | 1 | 0.2 | -3
COCC(=O)Nc1ccc(C(N)=O)cc1 | 4 | 0.96 | -1 | -1 | 3 | 1 | 1.1 | -1.0 | -13
OCC[C@H]1C[C@@H](O)[C@H](O)[C@@]2(CCCCO2)O1 | 3 | 0.97 | -3 | -1 | 0 | 12 | 0.98 | 0.0 | 2
Cc1cccc(N2C(=O)C(Cl)=C(N3CCOCC3)C2=O)c1 | 6 | 0.94 | -3 | -10 | -2 | -5 | 1.2 | 1.7 | -23
CC(=O)c1c(C)nc(-c2ccc3c(c2)OCO3)n1O | -1 | 1 | -4 | -5 | -16 | -4 | 1.1 | -8.3 | -6
CC1=CC(C)(C)NC(=S)N1c1cccc2ccccc12 | 3 | 0.97 | -2 | 1 | -7 | 0 | 1 | -13 | -1
Cc1nc(CSc2ccc(Cl)cc2)cc(N2CCOCC2)n1 | 6 | 0.94 | -2 | -5 | 0 | 1 | 1.1 | -1.3 | -11

Printed as active in MPTP block, among the entries above:
compound | mIAP inh | mIAP activ | A3G deaminase | APOBEC3A inh | ATG4B inhibitor | hIAP act | MPTP block | hIAP inh
N#Cc1cccc(NC(=O)COC(=O)c2cc(S(=O)(=O)Nc3ccccc3Cl)ccc2O)c1 | 1 | 0.99 | -1 | 0 | -1 | 0.95 | 58* | 5
CN1CCN(CCOC2Cc3ccccc3Sc3ccc(Cl)cc32)CC1 (stereo not given) | 11 | 0.89 | -3 | -1 | 6 | 0.98 | 90* | 2

From PubChem BioAssay

An unsorted share of the library (roughly 3.3% active in at least one column).
